Cav3 T inh – blocks human Cav3.2 T-type calcium channel; 100,000 compounds, 4% hits; B-score at 10 µM; O95180; Cav3.2-expressing cells, Fluo-4 calcium fluorescence FDSS; active compounds read low;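 active = single-dose well whose peak fluorescence ratio is a statistical outlier from its plate by either plate-standardised score or position-corrected B-score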
Target sequence (O95180 whole entry, looked up): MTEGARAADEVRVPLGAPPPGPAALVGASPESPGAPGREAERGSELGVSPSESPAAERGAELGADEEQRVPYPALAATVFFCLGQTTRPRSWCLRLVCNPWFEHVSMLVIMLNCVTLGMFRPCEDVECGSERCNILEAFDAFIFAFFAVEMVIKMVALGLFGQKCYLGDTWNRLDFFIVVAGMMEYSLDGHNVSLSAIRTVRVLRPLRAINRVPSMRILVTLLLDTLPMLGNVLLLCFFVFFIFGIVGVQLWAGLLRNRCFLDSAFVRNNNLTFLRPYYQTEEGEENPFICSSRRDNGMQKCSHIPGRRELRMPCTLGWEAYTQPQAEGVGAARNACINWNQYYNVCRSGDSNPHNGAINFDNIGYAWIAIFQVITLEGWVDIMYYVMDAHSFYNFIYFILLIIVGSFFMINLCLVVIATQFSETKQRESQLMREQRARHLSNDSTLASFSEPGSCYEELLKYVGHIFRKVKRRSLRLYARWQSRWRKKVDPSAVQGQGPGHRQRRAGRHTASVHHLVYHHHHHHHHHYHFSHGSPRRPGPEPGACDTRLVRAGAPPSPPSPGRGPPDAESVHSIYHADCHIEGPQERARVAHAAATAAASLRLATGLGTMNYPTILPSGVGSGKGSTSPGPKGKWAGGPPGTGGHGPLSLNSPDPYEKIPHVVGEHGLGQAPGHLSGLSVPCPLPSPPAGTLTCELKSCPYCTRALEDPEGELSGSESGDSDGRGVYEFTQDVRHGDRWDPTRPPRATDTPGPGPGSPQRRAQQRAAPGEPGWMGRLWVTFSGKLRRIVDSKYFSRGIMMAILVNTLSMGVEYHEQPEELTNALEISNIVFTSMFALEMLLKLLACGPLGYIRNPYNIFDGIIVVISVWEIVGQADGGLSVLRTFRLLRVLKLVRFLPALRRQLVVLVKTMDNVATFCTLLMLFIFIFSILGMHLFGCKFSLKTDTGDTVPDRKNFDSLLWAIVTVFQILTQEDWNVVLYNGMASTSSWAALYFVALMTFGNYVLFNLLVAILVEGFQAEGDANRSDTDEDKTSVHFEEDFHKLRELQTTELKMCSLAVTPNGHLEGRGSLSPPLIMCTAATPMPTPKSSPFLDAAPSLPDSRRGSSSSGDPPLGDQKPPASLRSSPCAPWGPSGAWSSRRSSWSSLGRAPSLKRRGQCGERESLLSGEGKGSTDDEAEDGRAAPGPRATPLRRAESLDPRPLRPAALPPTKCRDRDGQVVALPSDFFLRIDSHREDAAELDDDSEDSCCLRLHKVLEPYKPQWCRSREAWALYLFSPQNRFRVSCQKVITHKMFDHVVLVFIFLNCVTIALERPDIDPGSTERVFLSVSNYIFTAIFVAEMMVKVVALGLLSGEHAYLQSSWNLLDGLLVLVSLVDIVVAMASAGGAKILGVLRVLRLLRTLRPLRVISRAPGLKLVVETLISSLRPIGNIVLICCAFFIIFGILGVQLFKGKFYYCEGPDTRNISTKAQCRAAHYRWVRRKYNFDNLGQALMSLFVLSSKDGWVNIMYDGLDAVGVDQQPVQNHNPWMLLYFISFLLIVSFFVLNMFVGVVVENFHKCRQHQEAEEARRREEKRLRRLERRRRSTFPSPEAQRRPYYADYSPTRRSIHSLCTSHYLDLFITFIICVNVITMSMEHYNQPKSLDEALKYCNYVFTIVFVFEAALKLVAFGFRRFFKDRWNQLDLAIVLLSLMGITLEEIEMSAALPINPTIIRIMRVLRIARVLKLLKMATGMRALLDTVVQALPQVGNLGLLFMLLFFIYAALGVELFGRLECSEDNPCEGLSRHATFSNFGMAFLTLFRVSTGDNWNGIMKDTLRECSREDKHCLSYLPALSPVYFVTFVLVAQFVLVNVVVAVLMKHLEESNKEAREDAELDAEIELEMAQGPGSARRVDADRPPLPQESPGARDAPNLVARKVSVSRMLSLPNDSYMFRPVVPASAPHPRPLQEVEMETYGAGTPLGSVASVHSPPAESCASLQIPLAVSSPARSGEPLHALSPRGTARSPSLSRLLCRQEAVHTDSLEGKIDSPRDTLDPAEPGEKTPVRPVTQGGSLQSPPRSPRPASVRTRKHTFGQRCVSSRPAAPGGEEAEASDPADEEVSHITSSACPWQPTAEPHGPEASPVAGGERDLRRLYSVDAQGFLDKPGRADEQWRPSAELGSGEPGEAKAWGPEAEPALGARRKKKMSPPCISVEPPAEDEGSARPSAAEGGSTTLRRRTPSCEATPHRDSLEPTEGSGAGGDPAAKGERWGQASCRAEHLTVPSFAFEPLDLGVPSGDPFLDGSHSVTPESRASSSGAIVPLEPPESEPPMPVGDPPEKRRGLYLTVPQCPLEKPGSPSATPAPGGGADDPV
* marks the source's active call; other numbers are inactive results. Some of the compounds tested (hit frequency here may not be typical).

SMILES	Cav3 T inh
COc1ccccc1NC(=O)N1CCn2c(nc3ccccc32)C1	0.063
O=C(CSCc1c(Cl)cccc1Cl)Nc1ccccc1C(=O)N1CCOCC1	0.108
COC(=O)CNC(=O)CSc1nc(N)cc(=O)[nH]1	0.496
C=CCSc1nccc(-c2nn(-c3ccc(C)cc3)ccc2=O)n1	-0.708
CCOC(=O)CCCNC(=O)COC(=O)c1cc(C)cc(C)c1	0.516
CCCCNC1=C(Br)C(=O)CC(C)(C)C1	0.055
CC(C)(C)n1nnnc1C(c1ccncc1)N(Cc1ccccc1)Cc1ccco1 (stereo unspecified)	-1.08
CCOC(=O)c1c(NC(C)=O)no[n+]1[O-]	-1.35
C=CC[C@]12C=C(OC)C(=O)C(OC)=C1O[C@@H](c1ccc3c(c1)OCO3)[C@H]2C	-0.11
N#Cc1nc(-c2ccco2)oc1N1CCN(C(c2ccccc2)c2ccccc2)CC1	-1.25
NC(=O)SCC(=O)Nc1cccc(Cl)c1	-5.41*
COc1ccccc1C(=O)Nc1nc(N)n(-c2ccccc2)n1	0.845
O=c1[nH]n(-c2ccc(Cl)cc2)c2ncccc12	0.227
CCCc1nnc(NC(=O)NCCN2C(=O)C3C4C=CC(C4)C3C2=O)s1 (stereo unspecified)	0.496
Cc1c(C(=O)NCc2ccc3c(c2)OCO3)oc2ccc(Br)cc12	-2.92
COc1cccc(NC=C2C(=O)OC3(CCCCC3)OC2=O)c1	-0.367
FC(F)(F)c1cccc(-c2nnc3ccc(C(F)(F)F)cn23)c1	-0.00405
CCNC(=O)OCC(CC)NC(=O)OCC(C)C (stereo unspecified)	0.667
COCCN1C(=O)c2ccc(C(=O)O)cc2C1=O	-0.123
O=C(Nc1cc(C(F)(F)F)ccc1N1CCCC1)c1ccc2c(c1)OCO2	-3.43
CCOC(=O)/C(C(N)=NCC(C)C)=C(/O)c1ccccc1	-0.00408
COC(=O)c1ccccc1NC(=O)c1cccc(NC(=O)CSCc2ccccc2)c1C	-0.31
CCCCOC(=O)c1cc(=O)[nH]c2ccccc12	0.348
O=[N+]([O-])c1ccc2nccn2c1	1.08
Clc1ccc(-c2csc(N3CCc4ccccc4C3)n2)cc1	-0.519

(cont.)
SMILES	Cav3 T inh
COc1cc(C(=O)NCCOc2cc(C)cc(C)c2)c(Br)c(OC)c1OC	-3.59
COC(=O)C(C)Sc1nc(N)c(NC(=O)c2ccco2)c(=O)[nH]1 (stereo unspecified)	1.13
CCOc1ccc(S(=O)(=O)NCC(=O)N(C)Cc2cccnc2)cc1	0.0556
CCOc1ccc(CSC2=NCCN2)cc1Cl	0.274
O=C(CSCc1cccc(Br)c1)N1CCOCC1	0.657
CN(CC(=O)N1CCCCCC1)S(=O)(=O)c1cccc2cccnc12	-1.64
O=[N+]([O-])c1ccc2c(c1)C(N1CCOCC1)/C(=C/COc1ccc3ccccc3c1Br)O2 (stereo unspecified)	-2.45
CC1CCN(C(=O)CCCOc2cc(=O)n(C)c3ccccc23)CC1	-0.0635
O=C(O)C(Cc1ccccc1)N1C(=O)/C(=C/c2cccc3ccccc23)SC1=S (stereo unspecified)	-3.04
COc1c(O)c(O)c2oc(-c3ccccc3)cc(=O)c2c1OC	0.812
CCc1nc(NCc2ccco2)c2oc3ccccc3c2n1	-0.188
Cc1ccc(Cn2ncc3c(NCCCN4CCOCC4)ncnc32)cc1	1.1
COc1cccc(C2=NO[C@@H]3C(=O)N(c4ccc5c(c4)OCCO5)C(=O)[C@H]23)c1OC	0.509
CS(=O)(=O)Nc1cccc(C(=O)CC2(O)C(=O)Nc3ccccc32)c1 (stereo unspecified)	-0.0836
Cc1ccccc1-c1nc(CS(=O)(=O)CC(=O)NCCCN2C(C)CCCC2C)c(C)o1 (stereo unspecified)	0.0562
CCCCn1c(Cc2ccccc2)nnc1SCC(=O)N1CCOCC1	0.686
Cc1ccccc1OCc1nc2ccccc2c(=O)n1NC(=O)c1ccco1	0.74
CCNC(=O)N1c2ccc(OC)cc2C(C)=CC1(C)C	0.2
O=C(NCc1cccnc1)c1cccc(S(=O)(=O)N2CCCCC2)c1	-0.121
CCN1CCCC1CNC(=O)CS(=O)(=O)Cc1nc(-c2ccccc2C)oc1C (stereo unspecified)	0.473
COc1ccccc1NC(=O)COc1ccc(Br)cc1CO	0.00586
CC(C)N(C(=O)CSc1nc2ccccc2n1Cc1ccccc1)C(C)C	-0.364
CCOCCCn1c(=O)c(NC(=O)c2ccc(OCC)cc2)c2n(c1=S)CCCCC2	-0.816
Cc1ccccc1-n1c(=O)/c(=C\c2ccco2)s/c1=C(/C#N)C(=O)Nc1ccccc1	-1.31
Cn1c(=O)oc2cc(S(=O)(=O)NCc3ccco3)ccc21	0.127

Arranged by molar mass (low to high): 5 of the compounds above
SMILES	Cav3 T inh
NC(=O)SCC(=O)Nc1cccc(Cl)c1	-5.41*
CCCCNC1=C(Br)C(=O)CC(C)(C)C1	0.055
Cn1c(=O)oc2cc(S(=O)(=O)NCc3ccco3)ccc21	0.127
FC(F)(F)c1cccc(-c2nnc3ccc(C(F)(F)F)cn23)c1	-0.00405
CS(=O)(=O)Nc1cccc(C(=O)CC2(O)C(=O)Nc3ccccc32)c1 (stereo unspecified)	-0.0836

Arranged by the number under Cav3 T inh (highest first): 7 from the list above
SMILES	Cav3 T inh
Cc1ccccc1OCc1nc2ccccc2c(=O)n1NC(=O)c1ccco1	0.74
CCNC(=O)N1c2ccc(OC)cc2C(C)=CC1(C)C	0.2
Cn1c(=O)oc2cc(S(=O)(=O)NCc3ccco3)ccc21	0.127
COc1ccccc1NC(=O)N1CCn2c(nc3ccccc32)C1	0.063
N#Cc1nc(-c2ccco2)oc1N1CCN(C(c2ccccc2)c2ccccc2)CC1	-1.25
Cc1c(C(=O)NCc2ccc3c(c2)OCO3)oc2ccc(Br)cc12	-2.92
NC(=O)SCC(=O)Nc1cccc(Cl)c1	-5.41*

Continuation.
SMILES	Cav3 T inh
O=c1c2cc(Br)ccc2nc(-c2cccc(C(F)(F)F)c2)n1O	-7.94*
O=C(COC(=O)c1ccccc1NC(=O)c1ccccc1)c1ccc([N+](=O)[O-])cc1	-2.35
c1ccc2cc(CN3CCOCC3)ccc2c1	1.33
CCOc1cc(C(=O)N2CCOCC2)ccc1OCc1ccccc1	-0.311
O=C(c1cc2ccccn2n1)N1CCN(c2ccccn2)CC1	-0.118
O=C(OCc1ccccc1)c1cccc(-c2nnn(Cc3ccccc3)n2)c1	-4.08*
CNC(=O)c1cccn1-c1ccsc1C(=O)OC	0.522
O=C1NCCc2c1[nH]c1ccccc21	1.05
Oc1ccc(-c2cccc(-c3ccc(O)cc3)n2)cc1	-0.525
CC1CCCC(C)N1C(=O)C1CC(c2ccc(F)cc2)=NO1 (stereo unspecified)	0.396
Cc1ccc(-n2nnnc2SCC(=O)Nc2ccc3c(c2)OCCO3)cc1C	1.47
O=C(c1ccco1)N1CCN(C(=O)c2cccs2)CC1	-1.29
COc1ccc2c(c1)Cc1sc(NC(=O)c3ccco3)nc1-2	0.561
Cc1ccc(C(C)C)c(OCC(=O)Nc2ccc(Cl)cn2)c1	-0.0435
c1coc(CN=C2NC(=NCc3ccco3)c3ccccc32)c1	-0.197
Nc1nnc(COc2ccccc2)s1	0.115
CC(=O)c1ccc(NS(=O)(=O)Cc2ccccc2)cc1	0.0255
CC(C)C(=O)NC(=S)Nc1ccccn1	-0.601
COc1cc(C(=O)NCCCNc2nc3cc(C)cc(C)c3cc2C#N)cc(OC)c1OC	-0.302
CCC(=O)N(Cc1ccco1)c1nc(-c2ccc(OC)cc2)cs1	-0.296
COc1cc(O)c2c(=O)cc(-c3ccccc3)oc2c1	0.115
CCn1c(Cc2c(C)[nH]c3ccccc23)nnc1SCC(=O)NCc1ccco1	0.441
Cc1cccc(NC(=O)c2sc3nc(-c4ccc(F)cc4)cn3c2C)n1	-0.37
COC(=O)c1sc(NC(=O)CSc2nnc(C(C)C)n2C)nc1C	0.621
CCOC(=O)N1CCN(S(=O)(=O)c2ccc3c(c2)CCN3C(=O)C2CC2)CC1	1.1

Going on with the list.
SMILES	Cav3 T inh
CCOC(=O)c1ccc(NC(=O)c2nc[nH]c2C(=O)N[C@@H](C)C(=O)OC(C)(C)C)cc1	1.05
CCC1CCCCN1C(=O)CSc1nnc(CNC(=O)c2cc(OC)c(OC)c(OC)c2)o1 (stereo unspecified)	0.658
COc1cc(-c2nnc(SCc3cccnc3)n2C)cc(OC)c1O	-0.00838
CCCc1cc(=O)[nH]c(SCCOc2ccc(OCC)cc2)n1	-0.147
CCOC(=O)Nc1sc(=S)n(C)c1C	0.553
O=P(Cc1ccncc1)(c1ccccc1)c1ccccc1	1.02
Cc1ccccc1NC(=O)c1ccccc1NC(=O)c1ccco1	0.509
CC(SCc1ccccc1)C(=O)N/N=C/c1ccc2c(c1)OCO2 (stereo unspecified)	-6.12*
C[C@@]12CCC=C[C@H]1[C@H](c1ccc(/C=C/c3ccccc3)cc1F)N(Cc1ccccc1)C2=O	-1.97
COc1ccccc1OCc1ccc(C(=O)NCc2ccco2)o1	0.196
COc1ccc(C(C(=O)Nc2ccc(C(C)C)cc2)N(C)C(=O)CNC(C)=O)cc1 (stereo unspecified)	0.0113
C/C(N)=N\S(=O)(=O)c1ccc(Cl)cc1	0.0264
CC(CCc1ccco1)NC(=O)Cn1ncc2c1-c1ccccc1OC2 (stereo unspecified)	-1.03
CCOC(=O)CSc1nc(C)cc(C)n1	-0.0228
COc1cc2c(cc1OC)CN(C(=O)COc1ccc(C#N)cc1)CC2	0.394
Clc1ccc(-n2nnnc2SCc2c(-c3ccccc3)nc3sccn23)cc1	-4.67
O=C(Cc1ccccc1)N1CCCC1c1ccccc1 (stereo unspecified)	0.469
COc1ccc(-c2[nH]c(-c3ccccc3)nc2SCC(=O)Nc2nccs2)cc1	-2.12
CC(C)N1C(=O)C2C(c3ccccc3O)NC(C)(C(=O)O)C2C1=O (stereo unspecified)	-0.167
COc1ccccc1N(CC(=O)Nc1cccnc1)S(=O)(=O)c1ccccc1	0.144
O/N=C1/CCc2nonc2/C1=N/O	-0.00884
CCOC(=O)CSc1nnc([C@H](C)NC(=O)OC(C)(C)C)o1	0.0379
CCOC(=O)c1cc(=O)n2nc(-c3ccc(C)cc3)nc2s1	0.899
COc1ccc(/C=N/Nc2nnc(-c3ncc[nH]3)c3ccccc23)cc1	0.0725
Cc1ccc(S(=O)(=O)CCc2nnc(NC(=O)c3cnccn3)s2)cc1	2.7

Cav3 T inh, hit marks shown above
SMILES	Cav3 T inh
NC(=O)SCC(=O)Nc1cccc(Cl)c1	-5.41*
O=c1c2cc(Br)ccc2nc(-c2cccc(C(F)(F)F)c2)n1O	-7.94*
O=C(OCc1ccccc1)c1cccc(-c2nnn(Cc3ccccc3)n2)c1	-4.08*
CC(SCc1ccccc1)C(=O)N/N=C/c1ccc2c(c1)OCO2 (stereo unspecified)	-6.12*

Next section:
SMILES	Cav3 T inh
COCCCNC(=O)CS(=O)(=O)Cc1nc(-c2cccc(OC)c2)oc1C	0.128
Cc1cc2ccccc2n2c(SCC(=O)N3CCc4ccccc4C3)nnc12	0.117
Cc1ccccc1C(=O)c1c[nH]c(C(=O)NCC2CCCO2)c1 (stereo unspecified)	0.93
O=C(C1=COCCO1)N1CCN(C(c2ccccc2)c2ccccc2)CC1	-0.869
Cc1onc(-c2ccccc2)c1C(=O)Nc1ccncc1	0.954
COc1ccc(OC)c(C2CC(=O)N3CN(c4cccc(Cl)c4C)CSC3=C2C#N)c1 (stereo unspecified)	-2.65
CCOC(=O)C(=O)Nc1ccc2c(c1)OCO2	-0.366
O=C(C1CCN(S(=O)(=O)Cc2ccccc2)CC1)N1CCCc2ccccc21	0.0369
Cc1nc(NC(=O)COC(=O)CCS(=O)(=O)c2ccccc2Cl)c(Cl)cc1Cl	0.588
Cc1ccc(C)c(NC(=O)c2cnn3ccccc23)c1	0.177
CC(C)c1ccc(CNC(=O)CSCC(=O)Nc2ccc3ccccc3c2)cc1	-2.35
O=C(CSc1ncn[nH]1)OCN1C(=O)c2ccccc2C1=O	0.0946
Cc1ccc(S(=O)(=O)N2CCCC(C(=O)Nc3cccnc3)C2)cc1 (stereo unspecified)	0.919
O=C(CSc1nnc(-c2ccccc2)o1)n1c2c(c3ccccc31)CCCC2	-3.71
COc1ccc(CNC(=O)c2c(O)c3cccc4c3n(c2=O)CCC4)cc1	-1.33
Cc1c(NC(=O)C(C)N2C(=O)C3C4C=CC(C4)C3C2=O)c(=O)n(-c2ccccc2)n1C (stereo unspecified)	-0.723
CN(C=C1C(=O)CC(C)(C)CC1=O)CCN1CCNCC1	0.88
COc1cccc(/C=C2\N=C(c3c(-c4ccccc4)noc3C)OC2=O)c1OC	0.134
COc1ccc(C(=O)Nc2ccccc2C(N)=O)cc1	1.47
CCOC(=O)C1CCN(c2nc3cc(OC)ccc3cc2C#N)CC1	-0.884
CCN=c1scc(-c2ccco2)n1/N=C/c1ccc(O)cc1	-1.76
Cc1cccc(OC2(c3ccccc3)OC(=O)c3ccccc32)c1C (stereo unspecified)	-2.14
CCCc1cc(=O)[nH]c(SCc2nc3ccccc3s2)n1	0.0218
CCCCn1nnc(NC(=O)c2ccc(-c3ccccc3)cc2)n1	-0.0693
COCCn1c(=S)[nH]c2ncccc2c1=O	-0.881

Other records follow.
SMILES	Cav3 T inh
Cc1oc(-c2ccccc2F)nc1CN1CCC(C(=O)NCc2ccco2)CC1	-1.46
CN1C(=O)C(C(=O)NC(C)(C)C)C2c3ccccc3OC13CCCCC23 (stereo unspecified)	0.0555
CCOC(=O)C1CCN(C(=O)c2ccccc2Oc2ccccc2)CC1	-0.198
COc1ccc(NC(=O)N2c3ccccc3CC2C)cc1OC (stereo unspecified)	-0.269
O=C(OCc1cnc(Cl)s1)c1ccc(Cl)cc1	0.19
COc1cc(CCN2C(=O)N[C@@H](CCc3ccccc3)C(C(C)=O)=C2C)cc(OC)c1OC	1.09
Cc1nnc(NC(=O)Nc2ccc(Cl)c(Cl)c2)s1	-0.569
COc1cc(OC)c(S(=O)(=O)N2CCCCC2)cc1S(=O)(=O)N1CCCCC1	-0.4
CO/N=C/NC(=O)c1cn(-c2ccc(F)cc2)c(=O)c2ccccc12	0.766
Cc1cc(NC(=O)c2ocnc2C)no1	1.13
Cc1ccc(S(=O)(=O)N2CCC(C(=O)NCCCN3CCCCCC3)CC2)cc1	0.0309
O=C(Nc1cccnc1)c1noc2c1CCCC2	1.33
Cc1ccc2nc(/C(C#N)=C\c3ccc(N4CCCCC4)c([N+](=O)[O-])c3)[nH]c2c1	-3.84
O=C(O)CCCC(=O)Nc1ccc(N2CCCC2)cc1	0.00506

Screening data from PubChem.
